High-throughput results deposited in PubChem by National Center for Advancing Translational Sciences (NCATS).
SMN2 splice enh: SMN2 splice variant enhancement | HEK293 SMN2-luciferase splicing reporter, luminescence, 30-36 h | Potency, µM (series often up to 46.1 µM), inactives show top-dose activity change, positive = activation, actives largely listed as activators | 210,000 compounds, 2.8% hits; note: % of control where 0% means no effect; nearly all actives have a fitted effect of over 55% in size
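HEK293 cells carry an SMN2 […]–luciferase reporter in which exon 7 inclusion puts luciferase in frame. Cells were plated 10-12 h before compound addition, then incubated 30-36 h at 37C. ONE-Glo luminescence was read; sodium butyrate at 4.5 mM final served as control.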
IMPase Li inh: membrane-permeable IMPase blocker, potentiated with lithium. CHO-M1 cells, IP1 TR-FRET (IP-One), carbachol + lithium. Potency, µM (titrated, usually from 59.4 µM), without a hit: top-dose activity, negative = IMPase inhibition, usual class: inhibitors. 210,000 compounds, 0.35% hits. AID 1457;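 note: IP1 builds up when IMPase is blocked and the TR-FRET signal falls; plate controls were basal vehicle for no effect and high inhibitor control for full effect; nearly all actives have a fitted effect of over 50% in size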
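Concentration–response in CHO-M1 cells, lithium-potentiated; 30 min at 37C. IP1 detected by competitive TR-FRET after 10 min lysis at RT. Hill-fitted AC50.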
Luc counter: counter-screen: inhibitors of Kinase-Glo firefly luciferase | Kinase-Glo luciferase, ATP luminescence, 8 min | Q27757 | Potency, µM (doses to about 38.3 µM), inactives show at the highest dose activity change, negative = inhibition, actives largely listed as inhibitors | 200,000 compounds, 0.28% hits; note: % is set by controls: 0 for no effect and ±100 for the full control effect; nearly all actives have a fitted effect of over 60% in size
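Compound is pinned into ATP-containing buffer (10 uM ATP, imidazole pH 7.2, 7 mM MgCl2). Kinase-Glo luciferase reagent is then added. Light output is recorded following an 8-min room-temperature incubation.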
Epigenetic derep: derepresses silenced GFP reporter in murine cells. murine LDR cells, GFP reporter derepression, 30 h. Potency, µM (series often up to 53.9 µM), inactives show at the top dose GFP activation, most hits filed as activators. 280,000 compounds, 0.2% hits. AID 1865; note: % of control where 0% means no effect; nearly all actives have a fitted effect of over 60% in size
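Derepression of a silenced CMV-GFP reporter in murine LDR cells is scored by enumerating GFP-positive cells with a laser-scanning microplate cytometer after 30 hours of treatment at 37 C.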
RECQ1 inh: inhibitors of human RECQ1 DNA helicase. Potency, µM (series often up to 57.3 µM), without a hit: top-dose activity, negative = inhibition, hits mostly inhibitors. 240,000 compounds, 0.54% hits. RECQ1 DNA unwinding, red fluorescence kinetic read;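 note: plate controls were vehicle for no effect and no enzyme for full effect; nearly all actives have a fitted effect of over 30% in size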
Target sequence (P46063 whole entry, looked up): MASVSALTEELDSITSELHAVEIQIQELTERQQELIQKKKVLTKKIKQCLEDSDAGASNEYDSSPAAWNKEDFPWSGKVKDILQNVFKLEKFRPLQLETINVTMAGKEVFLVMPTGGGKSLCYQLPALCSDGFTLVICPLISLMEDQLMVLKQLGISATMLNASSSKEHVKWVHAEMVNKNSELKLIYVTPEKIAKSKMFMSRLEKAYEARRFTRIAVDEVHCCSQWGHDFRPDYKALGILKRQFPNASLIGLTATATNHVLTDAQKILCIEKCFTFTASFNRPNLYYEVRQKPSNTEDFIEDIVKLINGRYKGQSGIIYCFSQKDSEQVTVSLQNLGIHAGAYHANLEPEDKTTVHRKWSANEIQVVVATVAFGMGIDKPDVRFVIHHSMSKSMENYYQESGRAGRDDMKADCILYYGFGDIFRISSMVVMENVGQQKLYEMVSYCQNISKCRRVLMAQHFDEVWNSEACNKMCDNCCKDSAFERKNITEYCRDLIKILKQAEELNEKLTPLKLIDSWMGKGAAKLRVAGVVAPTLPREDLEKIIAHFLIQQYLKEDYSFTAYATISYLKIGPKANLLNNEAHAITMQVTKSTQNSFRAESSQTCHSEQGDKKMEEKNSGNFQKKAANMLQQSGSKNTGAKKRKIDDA
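50 nM RECQ1T1 preincubated 15 min with compound in Tris pH 8.0 buffer with MgCl2, DTT, Tween-20 and 2.5 ug/ml poly(dI-dC); started with 200 nM TAMRA/BHQ-2 forked duplex and 2 mM ATP. Unwinding read as fluorescence (525/598 nm), two reads 2 h apart.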
RGS12 GoLoco inh: inhibitors of human Gai1-RGS12 GoLoco interaction (red fluorophore). Potency, µM (top dose mostly 61.6 µM), for inactives: at the highest dose activity, negative = inhibition, actives largely listed as inhibitors. AID 880. P63096. Gai1:RGS12 GoLoco peptide FP, rhodamine, 10 min. 230,000 compounds, 0.44% hits; active = well fitted inhibition curve with a large enough effect, not every such curve was filed as active; inactive = no such curve, though single readings can be large or run the other way; note: % is set by controls: 0 for no effect and ±100 for the full control effect; nearly all actives have a fitted effect of over 30% in size; many of its hits are not listed in these tables
Target sequence (P63096 whole entry, looked up): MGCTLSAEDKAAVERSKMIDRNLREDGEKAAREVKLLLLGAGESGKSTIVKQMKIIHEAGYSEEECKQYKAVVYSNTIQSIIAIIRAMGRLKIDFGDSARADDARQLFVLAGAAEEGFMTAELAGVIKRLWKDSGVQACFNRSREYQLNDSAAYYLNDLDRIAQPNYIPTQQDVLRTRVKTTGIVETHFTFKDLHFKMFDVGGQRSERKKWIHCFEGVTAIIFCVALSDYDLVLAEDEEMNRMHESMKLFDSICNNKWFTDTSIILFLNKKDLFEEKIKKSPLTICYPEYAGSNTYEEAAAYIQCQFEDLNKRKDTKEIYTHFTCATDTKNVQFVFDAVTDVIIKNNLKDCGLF
NPSR antag: blocks cAMP signaling of the human neuropeptide S receptor; Q6W5P4; CHO-NPSR cells, cAMP TR-FRET, antagonist mode; Potency, µM (highest dose often 38.3 µM), for the others: at the top dose activity change, negative = inhibition, most hits filed as inhibitors; 220,000 compounds, 1% hits; note: % is set by controls: 0 for no effect and ±100 for the full control effect; nearly all actives have a fitted effect of over 50% in size; many of its hits are not listed in these tables
KDM4E inh: blocks human JMJD2E demethylase activity; JMJD2E catalytic domain, FDH-coupled NADH fluorescence (FDH is formaldehyde dehydrogenase); Potency, µM (highest dose often 57.1 µM), for the others: top-dose activity change, negative = inhibition, hits mostly inhibitors; 230,000 compounds, 1.6% hits; active = well fitted inhibition curve with a large enough effect, not every such curve was filed as active; inconclusive = small, poorly fitted or top-dose-only effect, or another doubt; inactive = no such curve, though single readings can be large or run the other way;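 note: 0% = wells with enzyme and -100% = buffer wells without enzyme; nearly all actives have a fitted effect of over 50% in size; many of its hits are not listed in these tables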
* hit, by the source's call; i = inactive; ? = inconclusive; . = no result given; & = joins results of further samples; [ ] = remark or other dose. Unless noted, calls come from the whole dose curve; as a rule, active = well fitted curve in the direction sought with a large enough effect; inconclusive = small, poorly fitted or top-dose-only effect, or another doubt; inactive = no such curve, though single readings can be large; an effect the other way counts as inactive or inconclusive. Potency is the fitted concentration of half-maximal effect.

SMILES	SMN2 splice enh	IMPase Li inh	Luc counter	Epigenetic derep	RECQ1 inh	RGS12 GoLoco inh	NPSR antag	KDM4E inh
C[C@]12C=CC(=O)C=C1CC[C@@H]1[C@@H]2CC[C@@]2(C)[C@H]1CC[C@]2(C)O	.	8%	-1%[39.9 µM]	-4.3%	-3%	-9%	.	.
CC(=O)N1CN2CN(C(C)=O)CC(C(=O)c3ccc(Br)cc3)(C2)C1	-6%	2%[38.3 µM]	0%	3.8%	0%	6%	15%[46.1 µM]	4%
Fc1ccc2c(c1)nnn2C1CCN(Cc2c(Cl)cccc2Cl)CC1	-21%	6%	-3%	-2.0%	i	0%	-25%[46.1 µM]	-2%
COc1cc2c(cc1OC)C(C(=O)NCCC(C)C)C1CCCCN1C2=O (configuration not stated)	1%	12%	1%	-1.0%	6%	-1%	15%	?
O=C1NC(=S)N(c2ccc(F)cc2)C(=O)/C1=C\c1ccoc1	.	-9%	.	1.1%	32µM*	232%[activator]	-13%	?
COc1cc(/C=N/NC(=O)Cn2c([N+](=O)[O-])cnc2C)ccc1OC(=O)N(C)C	-31%[inhibitor]	5%[38.3 µM]	-1%	-0.7%	-19%	15%	7%[46.1 µM]	-18%
Cn1c(O)c(C(=O)c2ccccc2F)c(=O)n(C)c1=O	-11%	15%[38.3 µM]	-3%	11%	-4%	-2%	-9%[46.1 µM]	-1%
CCn1c(O)c(/C=N/N2CCOCC2)c(=O)n(CC)c1=S	-30%[inhibitor]	3%	0%	0.0%	-2%	12%	14%	-11%
COc1nc(NCC2CCCO2)nc(N2CC3CC(C2)c2cccc(=O)n2C3)n1 (configuration not stated)	.	.	.	4.1%	i	-1%	3%	-22%
CCN(CCCl)Cc1ccccc1Br	10%	34%[activator]	-5%	-1.2%	-7%	13%	4%[46.1 µM]	3%
CC12CN3CC(C)(CN(C1)C3c1cccs1)C2O (configuration not stated)	10%	18%[38.3 µM]	3%	-1.1%	25%	-8%	-3%[46.1 µM]	-5%
CC/C(=C(\c1ccc(O)cc1)c1ccc(OCCN(C)C)cc1)c1ccccc1	.	.	.	3.2%	-18%	17%	10µM*	?
CS(=N)(=O)CC[C@H](N)C(=O)O (some centres not stated)	17%	3%	0%	0.0%	-7%	15%	-22%[46.1 µM]	1%
CCOC(=O)N1CCC(NC(=O)CCc2nc(C3=CCN(C)CC3)no2)CC1	-7%	-11%[38.3 µM]	-1%	-1.1%	-13%	3%	-7%[46.1 µM]	-10%
CN1/C(=C\C=C2C(=O)NC(=S)NC2=O)C(C)(C)c2ccccc21	6%	3%	-7%	18µM*	-1%	-151%	-36%	-5%
CCCCCCCCCCCCCCCCOC[C@@H](COP(=O)([O-])OCC[N+](C)(C)C)OC(C)=O	-1%&0%	3%&-6%	-3%	0.8%&0.0%	0%&-12%	6%&3%	.	-9%
COc1ccc(CCn2c(O)c(C=NCCN3CCCCC3)c(=O)[nH]c2=O)cc1OC	-6%	10%[38.3 µM]	-5%	0.8%	12%	10%	-8%[46.1 µM]	1%
CCOC(=O)c1sc(/N=C/c2c(O)n(-c3cccc(C)c3)c(=O)[nH]c2=O)c(C#N)c1C	0%[1.84 µM]	2%	0%	-0.9%	-1%	11%	17%	-10%
CN1CCN(c2ncnc(Cl)c2N)CC1	0%	6%	0%	3.3%	i	1%	12%	-6%
CCOP(=O)(OCC)/C(C#N)=C/c1ccc(Br)cc1	.	.	.	-0.3%	i	-3%	2%	-19%
NCC1O[C@@H](O[C@H]2C(O)C(O[C@@H]3C(O[C@H]4OC(CO)C(O)C(O)C4N)C(N)CC(N)[C@H]3O)O[C@@H]2CO)C(N)C(O)C1O (some centres not stated)	-6%	19%	-10%	1.3%	?	5%	.	5%
O=c1[nH]c(N2CCN(Cc3ccc4c(c3)OCO4)CC2)nc2c1CCC2	?	23%[38.3 µM]	0%	0.0%	-8%	5%	-16%[46.1 µM]	12%
N=Cc1c(O)n(-c2ccc(C34CC5CC(CC(C5)C3)C4)cc2)c(=O)[nH]c1=O	-10%	-16%	-3%	19%	5%	69%[activator]	-21%	-22%
COc1ccc(CCNCc2ccccc2F)cc1OC	11%	5%	0%	0.0%	2%	6%	1%[46.1 µM]	0%
CN1C(=O)C(=Cc2coc3ccccc3c2=O)C(=O)N(C)C1=O	.	.	.	-1.3%	-3%	21%	49%	-11%

Reprinted from the part before: 2 compounds; new compounds follow.
SMILES	SMN2 splice enh	IMPase Li inh	Luc counter	Epigenetic derep	RECQ1 inh	RGS12 GoLoco inh	NPSR antag	KDM4E inh
COc1ccc(CCNCc2ccccc2F)cc1OC	11%	5%	0%	0.0%	2%	6%	1%[46.1 µM]	0%
CN1C(=O)C(=Cc2coc3ccccc3c2=O)C(=O)N(C)C1=O	.	.	.	-1.3%	-3%	21%	49%	-11%
COP(=O)(OC)/C(C=O)=N/Nc1ccc([N+](=O)[O-])cc1	2%	-1%	-4%	-1.4%	-5%	0%	-25%	-4%
Cc1nc2nc(SCC(=O)N3CCC4(CC3)OCCO4)nn2c(C)c1Cc1ccccc1	-1%	7%[38.3 µM]	0%	-1.3%	5%	3%	-11%[46.1 µM]	-7%
CCCCCCC(C)(C)c1ccc([C@@H]2C[C@H](O)CC[C@@H]2CCCO)c(O)c1	.	16%	0%	9.2%	-12%	-4%	.	-22%
C=CC(C)=O	-10%	0%	.	.	1%	14%	.	.
C[C@]12CCC3C(CC[C@H]4C[C@@H](O)CC[C@]34C)[C@@H]1CCC2=O (some centres not stated)	.	8%	1%	1.2%	-3%	4%	.	-6%
O=C(O)C(=O)Cc1ccc2c(c1)OCO2	6%[9.22 µM]	4%	-2%[7.66 µM]	.	.	-7%[14.2 µM]	.	.
O=C(CN1CCN(c2ccccc2F)CC1)Nc1cccnc1Cl	-2%	5%	-1%	-0.4%	i	4%	-4%	3%
Fc1ccc(CCNCc2ccc(Br)cc2)cc1	9%	5%	1%	0.0%	-1%	-4%	-4%	2%
CCOC(=O)C1C(=O)N(C)C2(C)CC1c1cc(OC)ccc1O2 (configuration not stated)	-7%	1%[38.3 µM]	-2%	1.0%	-10%	-5%	-2%[46.1 µM]	-1%
O=C(Nc1ccccc1Cl)OC1CN2CCC1CC2 (configuration not stated)	.	.	.	2.5%	i	7%	-18%	-2%
N[C@H](CP(=O)(O)O)C(=O)O	.	13%	7%	1.0%	-20%	0%	.	0%
Cc1cc(C)cc(-n2c(O)c(C=Nc3ccc(N4CCOCC4)cc3)c(=O)[nH]c2=S)c1	-8%	-3%	-1%	1.0%	1%	16%	-21%	7%
COc1cc(C=C2C(=O)NC(=O)NC2=O)cc(OC)c1OC	.	.	.	-5.4%	i	-15%	-7%	?
CS(=O)(=O)NNP(=O)(NNS(C)(=O)=O)NC(=O)c1ccccc1	.	.	.	6.4%	i	0%	-7%	5%
Cc1c(C(=O)C(=O)N2CCC3(CC2)OCCO3)c2ccccc2n1C	2%	-4%	3%	-0.3%	i	-10%	13%	-6%
N#CC1=C(N)Oc2c(c(=O)oc3ccccc23)C1c1ccc(OC(=O)N2CCOCC2)cc1 (configuration not stated)	8%	4%[38.3 µM]	-2%	-1.5%	2%	40%[activator]	-8%[46.1 µM]	?
CC(N=Cc1c(O)[nH]c(=O)[nH]c1=O)c1ccccc1 (configuration not stated)	3%	1%[38.3 µM]	-9%	1.0%	-9%	-26%	?	1%
CCC(=NCCN1CCCCC1)c1c(O)n(C)c(=O)n(C)c1=O	-4%	21%[38.3 µM]	2%	0.0%	-5%	-3%	8%[46.1 µM]	-7%
OCCCc1ccc(O)c(O)c1	.	5%	.	-0.8%	i	-23%	-27%	?
CC1(C)N(O)C(c2ccc(C(=O)O)cc2)=[N+]([O-])C1(C)C	.	41%[activator]	-10%	1.0%	-2%	1%	.	4%
O=C(C[N+]12CCC(CC1)C(CO)C2)c1ccc([N+](=O)[O-])cc1 (configuration not stated)	-17%	1%	10%	0.0%	-8%	-3%	12%	-5%
O=[N+]([O-])c1cc(O)c(O)c([N+](=O)[O-])c1	-4%&7%	15%&3%&13%	-2%&-3%&3%	3.4%&-2.1%&-0.9%	?	-13%&-11%&2%	-7%[46.1 µM]	10µM*
O=C1NC(=O)N(c2ccccc2)C(=O)/C1=C\C=C\c1ccccc1	.	.	.	1.1%	-14%	-2%	?	4µM*
CCOC(=O)C1CCN(Cc2c(F)cccc2Cl)CC1	?	22%[38.3 µM]	1%	-2.1%	5%	8%	-14%[46.1 µM]	?
OC(Cn1c2ccccc2c2ccccc21)C[n+]1ccccc1 (configuration not stated)	22%	11%[38.3 µM]	1%	-1.6%	-3%	-3%	-2%[46.1 µM]	0%

Random excerpt: 6 entries already listed, in no set order.
SMILES	SMN2 splice enh	IMPase Li inh	Luc counter	Epigenetic derep	RECQ1 inh	RGS12 GoLoco inh	NPSR antag	KDM4E inh
CCOC(=O)C1CCN(Cc2c(F)cccc2Cl)CC1	?	22%[38.3 µM]	1%	-2.1%	5%	8%	-14%[46.1 µM]	?
Fc1ccc(CCNCc2ccc(Br)cc2)cc1	9%	5%	1%	0.0%	-1%	-4%	-4%	2%
C=CC(C)=O	-10%	0%	.	.	1%	14%	.	.
CCCCCCC(C)(C)c1ccc([C@@H]2C[C@H](O)CC[C@@H]2CCCO)c(O)c1	.	16%	0%	9.2%	-12%	-4%	.	-22%
CC(N=Cc1c(O)[nH]c(=O)[nH]c1=O)c1ccccc1 (configuration not stated)	3%	1%[38.3 µM]	-9%	1.0%	-9%	-26%	?	1%
C[C@]12CCC3C(CC[C@H]4C[C@@H](O)CC[C@]34C)[C@@H]1CCC2=O (some centres not stated)	.	8%	1%	1.2%	-3%	4%	.	-6%

Exported as labelled records: entries from further up
structure: O=[N+]([O-])c1cc(O)c(O)c([N+](=O)[O-])c1
- SMN2 splice enh: -4%&7%
- IMPase Li inh: 15%&3%&13%
- Luc counter: -2%&-3%&3%
- Epigenetic derep: 3.4%&-2.1%&-0.9%
- RECQ1 inh: ?
- RGS12 GoLoco inh: -13%&-11%&2%
- NPSR antag: -7%[46.1 µM]
- KDM4E inh: 10µM*
structure: O=C(Nc1ccccc1Cl)OC1CN2CCC1CC2 (configuration not stated)
- SMN2 splice enh: .
- IMPase Li inh: .
- Luc counter: .
- Epigenetic derep: 2.5%
- RECQ1 inh: i
- RGS12 GoLoco inh: 7%
- NPSR antag: -18%
- KDM4E inh: -2%

These rows are one share of the data; count on the stated rates, not on these rows.
